PAFAH1B3 FP inh – inhibitors of human PAFAH1B3; Q15102; recombinant PAFAH1B3, FP-rhodamine probe, fluorescence polarization; inhibition, % at 3.39 µM; 340,000 tested, 0.28% active; AID 492972;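 active = inhibition above the screen-wide average of all tested compounds plus 3 SD, cut at about 25% in these data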;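 also: 0% = enzyme with DMSO only and 100% = wells lacking PAFAH1B3 protein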
Target sequence (Q15102 whole entry, looked up): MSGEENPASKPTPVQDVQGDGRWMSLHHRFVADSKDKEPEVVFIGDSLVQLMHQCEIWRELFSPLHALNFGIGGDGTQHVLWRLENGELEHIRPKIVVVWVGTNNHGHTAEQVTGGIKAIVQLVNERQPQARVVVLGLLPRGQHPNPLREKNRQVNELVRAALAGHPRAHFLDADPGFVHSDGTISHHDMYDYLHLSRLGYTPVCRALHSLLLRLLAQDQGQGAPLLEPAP
PAFAH1B2 FP inh – PAFAH1B2 (human) inhibition | P68402 | recombinant PAFAH1B2, FP-rhodamine activity probe, fluorescence polarization | inhibition, % at 3.39 µM | 340,000 tested, 1.2% active;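 active = inhibition above the mean of all tested compounds plus 3 SD, cut at about 24% in these data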;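 also: 0% = enzyme with DMSO and 100% = wells lacking PAFAH1B2; many of its hits are not listed in these tables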
Target sequence (P68402 whole entry, looked up): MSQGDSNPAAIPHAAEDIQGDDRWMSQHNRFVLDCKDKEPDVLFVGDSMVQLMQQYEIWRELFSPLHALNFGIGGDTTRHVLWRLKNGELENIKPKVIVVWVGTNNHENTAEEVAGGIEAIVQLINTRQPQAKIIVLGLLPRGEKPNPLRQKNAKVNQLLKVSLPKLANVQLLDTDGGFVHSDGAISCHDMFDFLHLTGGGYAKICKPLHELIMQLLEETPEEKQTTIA
PAFAH2 FP inh – inhibitors of human PAFAH2. Q99487. AID 492956. 340,000 tested, 0.99% active. recombinant PAFAH2, FP-rhodamine activity probe, fluorescence polarization. inhibition, % at 3.39 µM;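 active = inhibition above the mean over all tested compounds plus 3 SD, cut at about 30% in these data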;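 also: inhibitors block probe labeling of enzyme so polarization drops; 0% = enzyme with DMSO and 100% = wells lacking PAFAH2 protein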
An asterisk follows results filed as active. Some of the compounds tested. The share of hits here may be higher or lower than overall.

Compound | PAFAH1B3 FP inh | PAFAH1B2 FP inh | PAFAH2 FP inh
S=C(NN=C(c1ccccc1)c1ccccn1)N(Cc1ccccn1)Cc1ccccn1 | 11.3 | 2.0 | -4.8
CS(=O)(=O)c1ccc(C(=O)OCc2nnc(-c3ccccc3)o2)cc1[N+](=O)[O-] | 3.3 | -2.6 | 16.2
CCN1/C(=C\C=C2\C(=O)N(c3ccccc3)C(=S)N2C)Sc2ccccc21 | -30.0 | -24.9 | -34.9
O=C(OCCC12CC3CC(CC(C3)C1)C2)c1ccc(NCc2cc(O)ccc2O)cc1 | 4.8 | 4.9 | 75.3*
CN(C(=O)c1ccc(NC(=O)Cc2ccc(NC(=O)C3CCCN(C(=O)C4CCCC4)C3)cc2)cc1)C1CCCC1 (configuration not stated) | 9.6 | 3.9 | 5.3
COc1ccccc1N(CC(=O)NC(C)(C)C)C(=O)CCC(=O)Nc1ccccn1 | 6.6 | 4.9 | -2.5
COc1cccc(OC)c1C(=O)N[C@@H]1C(=O)N2[C@@H]1SC(C)(C)[C@@H]2C(=O)O | -4.8 | 3.5 | 6.8
CSc1ncc(C(=O)Nc2cccc(C)c2C)c(C)n1 | 11.1 | 1.5 | 1.2
Cc1c(/C(O)=C2/C(=O)C(=O)N(CCN3CCOCC3)C2c2ccco2)cnn1-c1ccccc1 (configuration not stated) | 7.2 | 2.2 | 6.5
Cc1ccc(-c2nnc(-c3cccc4ccccc34)o2)cc1 | 4.9 | 0.1 | -2.4
Cc1cc2c(cc1C)C(=O)C(Br)=C(N)C2=O | 22.5 | 7.8 | 9.2
CCOc1cc(N2CCOCC2)c(OCC)cc1NC(=O)c1ccc(F)c(S(=O)(=O)N2CCOCC2)c1 | 1.0 | -3.5 | -5.5
CCC(=O)N1CCc2cc(OC)c(OC)cc2C1COc1ccccc1OC (configuration not stated) | 3.2 | -2.6 | 3.9
CCOC(=O)Cc1cc(=O)[nH]n(-c2ccccc2)c1=O | 12.5 | 5.6 | 8.2
CCOC(=O)C(Cc1ccnnc1)=NO | 9.6 | 6.8 | 3.9
Cc1ccccc1COc1ccc(-c2nnn(CC(=O)O)n2)cc1 | 10.7 | 13.1 | 5.8
COc1ccc(CCNc2ccc([N+](=O)[O-])cn2)cc1 | 11.2 | 5.9 | -2.2
O=C(NCCc1ccccc1F)C1CC(O)CN1C(=O)Nc1ccccc1 (configuration not stated) | 5.0 | 3.4 | -4.4
O=c1[nH]nnc2cc(Cl)ccc12 | 2.8 | -1.3 | -1.2
CCCCn1cnc2c(SCCc3ccccc3)nc(N)nc21 | 9.0 | 4.4 | -4.9
COc1ccc(OC)c2c1cc(C(=O)N[C@@H](Cc1ccccc1)C(=O)O)n2C | 6.2 | -3.3 | 6.0
O=C(CCCCC(=O)NN=Cc1ccccc1O)NN=Cc1ccccc1O | 8.3 | 2.8 | 3.3
CC(C)CN1C(=O)C(=O)N(CC(=O)NC(C)CCc2ccccc2)C1=O (configuration not stated) | 9.1 | 0.3 | 1.3
COc1cc(NC(=O)c2cccs2)c(OC)cc1NC(=O)CCC(=O)Nc1ccc2ncccc2c1 | -1.0 | 0.9 | 14.4
CN(C(=O)c1cccc(NC(=O)Cc2cccc(NC(=O)C3CCN(C(=O)c4ccccc4)CC3)c2)c1)C1CCCC1 | -3.2 | -2.8 | -7.5

Next entries:
Compound | PAFAH1B3 FP inh | PAFAH1B2 FP inh | PAFAH2 FP inh
CC(=O)N1CCN(C(=O)c2ccc(NS(=O)(=O)c3ccc(Cl)c(Cl)c3)cc2)CC1 | 10.7 | 3.7 | 3.7
CCC(C)N(C(=O)CSc1nc(-c2cccs2)nc2ccccc12)C1CCS(=O)(=O)C1 (configuration not stated) | 9.7 | 1.3 | -3.4
Nc1ccc2cc3ccccc3cc2c1 | 9.0 | 13.9 | -0.8
CCn1cc(Cl)c(C(=O)Nc2nccs2)n1 | 5.8 | 0.4 | -10.8
O=[N+]([O-])c1ccc(N/N=C/c2ccc(O)c(O)c2O)c(S(=O)(=O)N2CCOCC2)c1 | 11.3 | 6.6 | 12.6
CCC(=O)Nc1ccc2c(c1)Cc1cc(NC(=O)CC)ccc1-2 | 3.9 | 0.5 | -1.9
COc1ccc(-c2csc(NC(=O)C(CC(=O)O)N3CCOCC3)n2)cc1 (configuration not stated) | 7.2 | 2.9 | -2.1
CCOC(=O)C1(CCCc2ccccc2)CCN(C2CCSCC2)CC1 | 0.8 | -0.8 | 1.7
Cc1ccc(C)c(NC(=O)c2cc(-c3ccccc3O)n[nH]2)c1 | -0.7 | -0.3 | -8.1
COc1ccc(C=C(C#N)c2ccc(OC)cc2)cc1 | -1.8 | 2.0 | 0.4
COCCc1ncc(CN2CCC(C(=O)Nc3ccc(-n4cccn4)cc3)CC2)cn1 | -0.3 | 0.1 | -2.8
Cc1cccc(NC(=O)CN2CCN(CC(=O)NCC3(N4CCCCC4)CCCCC3)CC2)c1C | 3.2 | 0.9 | 0.1
Clc1ccccc1C=NNc1ccccn1 | 1.4 | 1.4 | 8.1
O=c1[nH][nH]c(-c2ccccc2)c1-c1ccccc1 | 11.7 | 24.9* | 3.1
O=C(Nc1ccccc1)P(=O)(O)c1ccccc1 | 1.2 | 2.3 | -1.5
Cc1ccccc1CN1CCN(C(=O)c2ccc(F)cc2)CC1 | 6.7 | 0.6 | 2.0
O=C1NC[C@H](Cc2ccccc2)N(C[C@H]2CCCN2C[C@H](Cc2ccccc2)N2C[C@H](Cc3ccccc3)N(CC3CCCCCC3)C(=O)C2=O)C1=O | -1.8 | -2.1 | -3.7
NC(=O)C1CCN(C(=O)c2cccc(S(=O)(=O)N3CCCC3)c2)CC1 | 10.3 | 5.7 | 3.6
COc1cc(Cl)c(CNC[C@H]2O[C@@H](n3cnc(C(N)=O)n3)[C@H](O)[C@@H]2O)c(Cl)c1O | 1.1 | 5.9 | 1.0
Cc1cccc(Nc2nc(C)cc(C)n2)c1 | 4.8 | -1.6 | -6.7
COc1ccc(S(=O)(=O)NCc2cccnc2)cc1NC(=O)c1ccccc1C | 9.1 | 4.8 | -5.2
O=C(O)c1ccc(-n2ncc3c2/C(=C\c2cccc([N+](=O)[O-])c2)CC3)cc1 | 5.1 | 4.5 | -2.3
CC(NC1=CC(=O)c2cccnc2C1=O)C(O)c1ccccc1 (configuration not stated) | 56.3* | 13.4 | 15.2
Cc1ccc(NC(=S)N2CC(C)OC(C)C2)cc1C (configuration not stated) | -1.1 | 8.3 | 2.1
CCCCN1CCC(CN2C(=O)C(=O)NC[C@@H]2Cc2ccccc2)CC1 | 10.0 | 1.0 | -4.2
COc1ccc(C(CNC(=O)c2cccc(S(=O)(=O)Nc3ccc(F)cc3)c2)N2CCCCC2)cc1 (configuration not stated) | 0.1 | -1.1 | 1.1
Cc1oc2c(cc(NS(=O)(=O)c3ccc(Cl)cc3)c3ccccc32)c1C(=O)O | 8.7 | 10.9 | 10.7
CCn1c2ccccc2c2nc3cc(C(=O)O)ccc3nc21 | -4.9 | 4.0 | -15.7

Another view of some results above.
Order of results – PAFAH1B3 FP inh, PAFAH1B2 FP inh, PAFAH2 FP inh
CC(=O)N1CCN(C(=O)c2ccc(NS(=O)(=O)c3ccc(Cl)c(Cl)c3)cc2)CC1
 : 10.7, 3.7, 3.7
CCC(C)N(C(=O)CSc1nc(-c2cccs2)nc2ccccc12)C1CCS(=O)(=O)C1 (configuration not stated)
 : 9.7, 1.3, -3.4
Nc1ccc2cc3ccccc3cc2c1
 : 9.0, 13.9, -0.8
CCn1cc(Cl)c(C(=O)Nc2nccs2)n1
 : 5.8, 0.4, -10.8
O=[N+]([O-])c1ccc(N/N=C/c2ccc(O)c(O)c2O)c(S(=O)(=O)N2CCOCC2)c1
 : 11.3, 6.6, 12.6
CCC(=O)Nc1ccc2c(c1)Cc1cc(NC(=O)CC)ccc1-2
 : 3.9, 0.5, -1.9
COc1ccc(-c2csc(NC(=O)C(CC(=O)O)N3CCOCC3)n2)cc1 (configuration not stated)
 : 7.2, 2.9, -2.1
CCOC(=O)C1(CCCc2ccccc2)CCN(C2CCSCC2)CC1
 : 0.8, -0.8, 1.7
Cc1ccc(C)c(NC(=O)c2cc(-c3ccccc3O)n[nH]2)c1
 : -0.7, -0.3, -8.1
COc1ccc(C=C(C#N)c2ccc(OC)cc2)cc1
 : -1.8, 2.0, 0.4
COCCc1ncc(CN2CCC(C(=O)Nc3ccc(-n4cccn4)cc3)CC2)cn1
 : -0.3, 0.1, -2.8
Cc1cccc(NC(=O)CN2CCN(CC(=O)NCC3(N4CCCCC4)CCCCC3)CC2)c1C
 : 3.2, 0.9, 0.1
Clc1ccccc1C=NNc1ccccn1
 : 1.4, 1.4, 8.1
O=c1[nH][nH]c(-c2ccccc2)c1-c1ccccc1
 : 11.7, 24.9*, 3.1
O=C(Nc1ccccc1)P(=O)(O)c1ccccc1
 : 1.2, 2.3, -1.5
Cc1ccccc1CN1CCN(C(=O)c2ccc(F)cc2)CC1
 : 6.7, 0.6, 2.0
O=C1NC[C@H](Cc2ccccc2)N(C[C@H]2CCCN2C[C@H](Cc2ccccc2)N2C[C@H](Cc3ccccc3)N(CC3CCCCCC3)C(=O)C2=O)C1=O
 : -1.8, -2.1, -3.7
NC(=O)C1CCN(C(=O)c2cccc(S(=O)(=O)N3CCCC3)c2)CC1
 : 10.3, 5.7, 3.6
COc1cc(Cl)c(CNC[C@H]2O[C@@H](n3cnc(C(N)=O)n3)[C@H](O)[C@@H]2O)c(Cl)c1O
 : 1.1, 5.9, 1.0
Cc1cccc(Nc2nc(C)cc(C)n2)c1
 : 4.8, -1.6, -6.7
COc1ccc(S(=O)(=O)NCc2cccnc2)cc1NC(=O)c1ccccc1C
 : 9.1, 4.8, -5.2
O=C(O)c1ccc(-n2ncc3c2/C(=C\c2cccc([N+](=O)[O-])c2)CC3)cc1
 : 5.1, 4.5, -2.3
